Source: PubChem
TLR9-MyD88 inh – inhibitors of TLR9-MyD88 association in cells, primary screen, cell-based, CHO, BLA complementation, fluorescence | 0.21% of 340,000 active | inhibition, % at 4.98 µM | Toll-like receptor 9 (Homo sapiens) + Myeloid differentiation primary response protein … | CCF4 FRET ratio;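 active = inhibition above the mean over all tested compounds plus 3 SD, cut at about 21% in these data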;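 also: 0% = DMSO only wells and 100% = clavulanate BLA inhibitor control wells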
ABHD5-PLIN5 inh – ABHD5-PLIN5 interaction inhibitors, primary screen, cell lysate, split luciferase complementation, luminescence; inhibition, % at 4 µM; 0.78% of 360,000 active; Perilipin-5 (Homo sapiens) + 1-acylglycerol-3-phosphate O-acyltransferase ABHD5 (Homo …; Split G. princeps luciferase complementation, 4 h;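 active = inhibition above the mean inhibition across every tested compound plus 3 SD, cut at about 22% in these data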;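 also: 0% = DMSO only wells and the 100% control is not disclosed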
SRC3 inh – SRC3 coactivator transcriptional activity inhibitors, primary screen, cell-based, luminescence. Nuclear receptor coactivator 3 (Homo sapiens), Q9Y6Q9. HEK293 GAL4-SRC3 luciferase reporter. inhibition, % at 3.6 µM. 0.17% of 360,000 active. AID 588352, 2011;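 active = inhibition above a per-campaign cutoff, the mean of all compounds plus 3 SD, cut at about 60% in these data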;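 also: 0% = DMSO-treated cells and 100% = gossypol-treated cells at 36 µM; higher means less SRC3-driven luciferase light from the GAL4 reporter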
COUP-TFII inh – NR2F2 transcriptional activity inhibitors, primary screen, cell-based, luciferase reporter, HEK293T, luminescence. COUP transcription factor 2 (Homo sapiens), P24468. HEK293T NGFI-A luciferase reporter. inhibition, % at 8.6 µM. 0.7% of 370,000 active. AID 686940, 2013;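 active = inhibition above a per-plate cutoff, mean inhibition of test wells between control levels plus 3 SD, cut at about 38% in these data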;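 also: cells cotransfected with COUP-TFII expression vector driving the NGFI-A reporter; 0% = median of COUP-TF2 test wells and 100% = reporter-only cells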
Target sequence (P24468 whole entry, looked up): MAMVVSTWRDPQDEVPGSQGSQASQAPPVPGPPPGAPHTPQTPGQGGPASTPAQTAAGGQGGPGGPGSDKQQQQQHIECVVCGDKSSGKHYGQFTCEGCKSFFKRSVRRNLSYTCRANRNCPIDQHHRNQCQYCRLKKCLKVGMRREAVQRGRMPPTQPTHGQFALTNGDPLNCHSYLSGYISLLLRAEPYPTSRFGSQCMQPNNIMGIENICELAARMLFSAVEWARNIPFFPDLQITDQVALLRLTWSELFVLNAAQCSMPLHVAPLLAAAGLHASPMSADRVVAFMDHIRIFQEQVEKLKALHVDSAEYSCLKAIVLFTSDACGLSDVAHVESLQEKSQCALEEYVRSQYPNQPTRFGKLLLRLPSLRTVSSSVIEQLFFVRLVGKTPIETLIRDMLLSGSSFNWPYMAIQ
LMP1 NFkB inh – EBV LMP1-driven NF-kappaB luciferase reporter inhibitors, primary screen, cell-based, luminescence, single point. LMP1-induced NF-kappaB luciferase reporter cells. 0.69% of 350,000 active. AID 504558, 2011. inhibition, % at 12.5 µM; in the data active = inhibition above about 41%;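 also: 0% = neutral control wells and 100% = reference inhibitor control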
NCOA1 inh – SRC1 coactivator transcriptional activity inhibitors, primary screen, cell-based, luminescence. Nuclear receptor coactivator 1 (Homo sapiens), Q15788. HEK293 GAL4-SRC1 luciferase reporter. inhibition, % at 3.6 µM. 0.12% of 360,000 active;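 active = inhibition above the campaign mean plus 3 SD, with each screening campaign given its own cutoff, cut at about 60% in these data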;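 also: 0% = DMSO treated cells and 100% = gossypol at 36 µM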
MC4R ag barr – MC4R agonists recruiting beta-arrestin, primary screen, cell-based, luminescence, agonist arm of biased-ligand search | Melanocortin receptor 4 (Homo sapiens), P32245 | U2OS MC4R beta-arrestin complementation; percent of melanotan II response, DMSO zero | activation, % at 8.9 µM | 0.98% of 360,000 active;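 active = activation above a per-plate cutoff, the mean activation of sample wells on that plate plus 3 SD, cut at about 8% in these data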
NOD2 RIPK2 PPI – NOD2-RIPK2 binding disruptors in cells, primary screen, fluorescence, CHO cells, BLA complementation. Receptor-interacting serine/threonine-protein kinase 2 (Homo sapiens), O43353. CCF4 ratio. inhibition, % at 4.98 µM. 0.38% of 360,000 active. AID 624267, 2012; in the data active = inhibition above about 21%;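 also: 0% = vehicle only and 100% = reference blocker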
NR5A2 inv ag – LRH-1 (NR5A2) inverse agonists, primary screen, cell-based, luminescence, HEK293T, StAR-luciferase reporter; inhibition, % at 3.6 µM; 0.13% of 360,000 active; Nuclear receptor subfamily 5 group A member 2 (Homo sapiens), O00482; AID 602396, 2012; LRH-1 transfected, 24 h;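 active = inhibition above the mean inhibition of all tested compounds plus 3 SD, cut at about 73% in these data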;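 also: 0% = DMSO wells and 100% = reporter-only cells lacking LRH-1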
Target sequence (O00482 whole entry, looked up): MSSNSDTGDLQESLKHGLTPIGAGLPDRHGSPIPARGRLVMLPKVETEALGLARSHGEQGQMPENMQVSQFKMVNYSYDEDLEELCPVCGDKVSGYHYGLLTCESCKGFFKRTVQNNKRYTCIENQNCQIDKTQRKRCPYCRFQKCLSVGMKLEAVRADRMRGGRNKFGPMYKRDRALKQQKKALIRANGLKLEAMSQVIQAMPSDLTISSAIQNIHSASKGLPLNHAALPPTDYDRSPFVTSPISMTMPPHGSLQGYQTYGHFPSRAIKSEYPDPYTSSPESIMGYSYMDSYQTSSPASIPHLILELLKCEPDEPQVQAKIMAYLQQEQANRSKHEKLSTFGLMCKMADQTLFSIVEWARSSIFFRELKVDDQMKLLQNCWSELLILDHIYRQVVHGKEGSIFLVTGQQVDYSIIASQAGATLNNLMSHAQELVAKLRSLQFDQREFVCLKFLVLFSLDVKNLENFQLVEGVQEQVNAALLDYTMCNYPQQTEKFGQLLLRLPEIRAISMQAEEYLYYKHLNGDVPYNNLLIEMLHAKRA
MC4R antag cAMP – MC4R antagonists of cAMP signaling, primary screen, cell-based, TR-FRET, antagonist arm of biased-ligand search; inhibition, % at 6.5 µM; 0.48% of 360,000 active; AID 540295, 2011; MC4R-expressing cells, MTII-stimulated cAMP, LANCE TR-FRET;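 active = inhibition above its plate's cutoff, the mean of tested wells on that plate plus 3 SD, cut at about 29% in these data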;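 also: 0% = Melanotan II alone and 100% = Melanotan II plus saturating MCL0020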
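Material: U2OS-MC4R stable cell line | Reagent: Melanotan II challenge after compound preincubation | Doses: One concentration, 6.5 µM nominal | Incubation: 30-min compound preincubation, 1-h Melanotan II challenge, 1-h detection, room temperature | Signal: TR-FRET cAMP assay | Replicates: One well per compound, no replicates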
NCOA2 inhibitor – inhibition of GAL4-SRC2 driven luciferase reporter, primary screen, SRC2 inhibitor project, cell-based, luminescence | 0.17% of 370,000 active | inhibition, % at 9 µM | Nuclear receptor coactivator 2 (Homo sapiens), Q15596 | AID 651957, 2012 | HEK293 GAL4-SRC2 luciferase reporter;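 active = inhibition above the mean inhibition of all tested compounds plus 3 SD, set per campaign, cut at about 52% in these data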;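 also: 0% = DMSO treated cells and 100% = cells given Gossypol at 36 µM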
Starred values were filed as active, the others as inactive; x = no result given. An excerpt; rates above refer to the full screens.

SMILES	TLR9-MyD88 inh	ABHD5-PLIN5 inh	SRC3 inh	COUP-TFII inh	LMP1 NFkB inh	NCOA1 inh	MC4R ag barr	NOD2 RIPK2 PPI	NR5A2 inv ag	MC4R antag cAMP	NCOA2 inhibitor
Cc1ccc(CN2C(=O)CCC2C(=O)NCc2ccc3c(c2)OCO3)cc1 (stereo not given)	8	-8	3	-5	0	-9	-1.1	-2	-5	0	-15
COc1cc(COc2ccc3c(C)c(CCC(=O)O)c(=O)oc3c2)cc(OC)c1OC	-5	-15	-11	18	1	-14	-1.6	7	-5	0	-17
NC(=O)C1CCN(c2nc(-c3cccc(N)c3)cs2)CC1	-6	7	-95	-26	-15	-74	-0.6	7	-61	-1	-34
O=c1[nH]c(CN2CCc3ccccc32)nc2scc(-c3cccs3)c12	-4	0	-7	9	-14	-13	-1.3	6	13	6	3
CCOC(=O)c1sc(NC(=O)c2ccccc2C(=O)O)c(C(=O)OCC)c1C	0	-3	10	-34	1	8	-1.4	-6	3	3	-3
COc1ccc(-n2nnnc2CNC(=O)C2CC(=O)N(c3ccc(F)cc3)C2)cc1 (stereo not given)	3	1	5	-3	3	-8	1.4	-1	9	-8	13
Cc1cnc(CNC(=O)c2csc(COCCO)n2)cn1	x	3	-5	-8	x	8	1.1	0	-13	9	-13
Cc1ccc(CN2CCN(CC(C)C)C(CCO)C2)s1 (stereo not given)	-11	3	-41	-13	-50	-70	1.1	-9	-51	16	-35
COCCn1c(SCC(=O)Nc2cccnc2Cl)nc2ccccc21	-2	0	-2	9	-3	0	-1.4	-8	24	-2	-11
COP(=O)(OC)C(NC(=O)Nc1ccccc1)c1ccccc1 (stereo not given)	-1	2	16	-14	-5	-6	-2.3	1	4	-1	21
Cc1nn(-c2ccc(C(F)(F)F)cn2)c(C)c1Oc1ccccc1O	2	-8	11	13	-2	-4	-0.5	-2	-13	1	7
N#Cc1ccccc1S(=O)(=O)N1CCN(C(=O)CCC2CCCC2)CC1	-14	8	6	7	-8	-1	-2.0	-11	10	1	11
Cc1cc(O)c(NC(=O)c2ccco2)cc1C	0	-1	-29	-46	-1	-59	0.1	-12	-36	4	-42
CC(C)C(NS(=O)(=O)c1cccs1)C(=O)N1CCc2ccccc2C1 (stereo not given)	8	3	-9	3	5	-3	-1.4	-5	-8	4	-14
Cc1noc(C)c1COC(=O)CCN1c2ccccc2Sc2ccccc21	-14	13	7	2	1	26	-1.1	3	4	4	-4
CCN(CC(=O)Nc1cc(Cl)ccc1C)c1ncnc2sc(C)c(C)c12	4	2	22	22	9	-5	-0.5	-5	14	0	1
CN(CC(=O)Nc1cccc(F)c1)C(=O)CSc1nc2ccccc2s1	1	0	-8	25	-5	-5	-1.4	-1	6	3	-14
CCOc1ccc(N(CC(=O)Nc2ccccc2C(=O)N2CCCC2)S(C)(=O)=O)cc1	2	1	1	11	-10	-17	-2.4	3	2	-1	-2
CC(=O)Nc1ccccc1-c1nc2ccccc2nc1OCC(=O)c1ccc(Br)cc1	-5	2	-5	-5	5	-4	1.9	3	0	7	10
Cc1ccc(-n2nnc3c(=O)oc4ccccc4c32)cc1	3	-1	8	-1	5	-38	-0.5	-6	-11	46*	-16
CCN=C1SC(CC(=O)Nc2ccccc2OCC)C(=O)N1CC (stereo not given)	-6	4	18	5	-17	-5	-2.1	-6	13	-4	6
O=C1NN=C(c2ccccc2)CC1c1c[nH]c2ccccc12 (stereo not given)	2	-2	2	14	-7	-12	-3.5	-7	12	14	14
Cc1cc(C)n2nc(C)c(-c3ccccc3)c2n1	15	7	-2	-14	3	9	2.4	-1	8	-12	-24
COc1ccc(CC(=O)NNc2ncnc3c2cnn3-c2ccc(C)cc2)cc1	-6	2	4	-27	9	-7	-2.0	-1	13	3	5
O=C(N/N=C/c1cccc([N+](=O)[O-])c1)c1cccc(Br)c1	-7	-2	-15	7	2	-13	2.3	-8	-18	-5	6
Cn1nnc(NC(=O)c2cccc(OCc3ccccc3)c2)n1	9	-2	15	-10	5	-26	-1.2	8	-24	0	-19
CN(C)C(=O)Cn1c(SCC(=O)Nc2ccc3c(c2)OCO3)nc2ccccc21	-8	-8	7	-3	6	15	3.4	-7	46	11	1
Cn1c(SCC(=O)Nc2ccccc2F)nnc1-c1ccc(S(=O)(=O)N2CCOCC2)cc1	0	12	16	3	0	13	0.9	-12	26	9	7
O=C(NCc1cccnc1)c1c[nH]c2cc3c(cc2c1=O)OCCO3	-7	1	-4	39*	20	-13	-1.8	1	-15	2	-44
CC1CCCCC1NC(=O)CN(C)S(=O)(=O)c1cccc2cccnc12 (stereo not given)	3	-1	3	11	4	0	-3.3	1	-10	8	13

Whole records, looked up by structure. Screens in order: TLR9-MyD88 inh, ABHD5-PLIN5 inh, SRC3 inh, COUP-TFII inh, LMP1 NFkB inh, NCOA1 inh, MC4R ag barr, NOD2 RIPK2 PPI, NR5A2 inv ag, MC4R antag cAMP, NCOA2 inhibitor
Profile of COc1ccc(CC(=O)NNc2ncnc3c2cnn3-c2ccc(C)cc2)cc1 = -6, 2, 4, -27, 9, -7, -2.0, -1, 13, 3, 5
Profile of O=C(N/N=C/c1cccc([N+](=O)[O-])c1)c1cccc(Br)c1 = -7, -2, -15, 7, 2, -13, 2.3, -8, -18, -5, 6
Profile of Cn1nnc(NC(=O)c2cccc(OCc3ccccc3)c2)n1 = 9, -2, 15, -10, 5, -26, -1.2, 8, -24, 0, -19

The main list resumes, starting 4 compounds before the break.
SMILES	TLR9-MyD88 inh	ABHD5-PLIN5 inh	SRC3 inh	COUP-TFII inh	LMP1 NFkB inh	NCOA1 inh	MC4R ag barr	NOD2 RIPK2 PPI	NR5A2 inv ag	MC4R antag cAMP	NCOA2 inhibitor
CN(C)C(=O)Cn1c(SCC(=O)Nc2ccc3c(c2)OCO3)nc2ccccc21	-8	-8	7	-3	6	15	3.4	-7	46	11	1
Cn1c(SCC(=O)Nc2ccccc2F)nnc1-c1ccc(S(=O)(=O)N2CCOCC2)cc1	0	12	16	3	0	13	0.9	-12	26	9	7
O=C(NCc1cccnc1)c1c[nH]c2cc3c(cc2c1=O)OCCO3	-7	1	-4	39*	20	-13	-1.8	1	-15	2	-44
CC1CCCCC1NC(=O)CN(C)S(=O)(=O)c1cccc2cccnc12 (stereo not given)	3	-1	3	11	4	0	-3.3	1	-10	8	13
COc1ccccc1NC(=S)N(CCCN1CCOCC1)Cc1cccs1	1	-2	10	14	0	7	0.1	-9	11	-1	4
CCOc1ccc(C2/C(=C(\O)c3cccc(OC)c3)C(=O)C(=O)N2c2cc(C)on2)cc1OC (stereo not given)	-8	-3	-19	12	2	-7	-1.2	-4	7	3	-32
Cc1nnc(NC(=O)CS(=O)(=O)Cc2ccccc2)s1	-2	8	18	-17	3	17	1.4	9	-12	24	-12
COc1cccc(NC(=O)CSc2nc3ncc(Br)cc3[nH]2)c1	-1	-8	9	-6	3	-15	-1.6	-2	-5	3	-3
CN(C(=O)CN1C(=O)NC(c2ccccc2)(c2ccccc2)C1=O)C1CCS(=O)(=O)C1 (stereo not given)	-2	10	-13	1	1	-9	-0.2	-8	-12	9	4
CCOC(=O)N1CCN(C(=O)CN2C(=O)CC(C)(C)S(=O)(=O)c3ccccc32)CC1	-4	5	10	5	1	1	-0.5	-3	1	10	5
N#Cc1c2c(c[nH]c1=O)CCN2Cc1ccccc1	4	-7	-2	13	-5	-11	-0.9	-1	-5	5	-7
COc1cc2c(cc1OC)CN(C1CCC(C(C)(C)C)CC1)CC2 (stereo not given)	0	2	6	5	7	-17	0.6	7	7	9	-2
O=S(=O)(NCCc1ccc(F)cc1)c1ccc(F)cc1Br	-10	-10	2	6	1	5	4.0	-17	-2	1	-15
COc1ccc(C(=O)CSc2nccn2C)cc1	-10	-2	-70	-34	-15	-77	-2.2	3	-45	0	-106
NC(=O)CSc1nc2c(sc(=S)n2-c2ccccc2)c(=O)[nH]1	8	1	-2	2	8	-3	-1.6	1	-5	1	-6
O=C(Nc1ccc2oc(-c3ccccc3F)nc2c1)c1ccc([N+](=O)[O-])o1	-12	-11	1	1	-22	-3	-1.7	8	50	-5	-7

MC4R antag cAMP: what is marked active above.
SMILES	TLR9-MyD88 inh	ABHD5-PLIN5 inh	SRC3 inh	COUP-TFII inh	LMP1 NFkB inh	NCOA1 inh	MC4R ag barr	NOD2 RIPK2 PPI	NR5A2 inv ag	MC4R antag cAMP	NCOA2 inhibitor
Cc1ccc(-n2nnc3c(=O)oc4ccccc4c32)cc1	3	-1	8	-1	5	-38	-0.5	-6	-11	46*	-16
